ATXN2 expr inh = ATXN2 expression inhibition; Potency, µM (series often up to 57 µM), inactives show at the highest dose activity change, negative = inhibition, usual class: inhibitors; hit rate 0.72% among 360,000; HEK-293 ATXN2-luciferase reporter, luminescence, 24 h; also: potency is read from the fitted curve at half-maximal effect; % is scaled to controls: 0 for no effect and ±100 for the full control effect; nearly all actives have a fitted effect of over 55% in size
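ATXN2-luciferase reporter cells (luciferase flanked by upstream and downstream ATXN2 gene portions) were treated 24 h at 37 °C with compounds at up to 57 uM. SteadyGlo luminescence gave expression; GF-AFC fluorescence gave viability.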
ATXN viability = cell viability loss in ATXN counter-screen. S2 cells (HEK-293 line with an ATXN2-luciferase reporter) viability, CellTiter-Fluor protease fluorescence, 24 h. Potency, µM (titrated, usually from 56.7 µM), most hits filed as cytotoxic. hit rate 0.49% among 400,000. AID 651635; also: potency is read from the fitted curve at half-maximal effect; nearly all actives have a fitted effect of over 40% in size
TGFb inhibitor = TGF-b pathway inhibition; HepG2 CAGA-GFP TGF-b/SMAD3 reporter, GFP fluorescence, 18 h; TGF-beta stimulated, 500 pg/mL final; Potency, µM (titrated, usually from 46.1 µM), for inactives: at the highest dose activity, negative = inhibition, usual class: inhibitors; hit rate 1.2% among 410,000; also: potency is read from the fitted curve at half-maximal effect; % is scaled to controls: 0 for no effect and ±100 for the full control effect; nearly all actives have a fitted effect of over 65% in size
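HEPG2 CAGA-GFP reporter cells (1000/well, DMEM with 1% FBS) received compounds, then recombinant TGF-beta at 500 pg/mL final for 18 hours at 37 degrees C. Per-cell GFP summed per well was normalised to unstimulated and stimulated DMSO controls before curve fitting.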
Nrf2 ARE act = Nrf2 pathway activation; AREc32 ARE-luciferase reporter (MCF7-derived line), luminescence, 24 h; Potency, µM (titrated, usually from 46.1 µM), for inactives: at the highest dose activation, most hits filed as activators; hit rate 0.31% among 410,000; also: potency is read from the fitted curve at half-maximal effect; % of control where 0% means no effect; nearly all actives have a fitted effect of over 65% in size
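For detection, Steady-Glo was added and plates sat 30 min at RT; before that, AREc32_Fluc cells grown overnight in OPTI-MEM/5% FBS had been treated with 23 nL compound for 24 hr at 37 deg C.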
EPAC2 ag = activates human EPAC2 exchange factor | Potency, µM (top dose mostly 154 µM), without a hit: at the top dose activation, hits mostly activators | Q8WZA2 | AID 720711 | EPAC2 activation, biochemical qHTS; response scale: 100% = 6.5 mM cAMP response | hit rate 0.079% among 360,000; also: potency is read from the fitted curve at half-maximal effect; nearly all actives have a fitted effect of over 50% in size
Target sequence (Q8WZA2 whole entry, looked up): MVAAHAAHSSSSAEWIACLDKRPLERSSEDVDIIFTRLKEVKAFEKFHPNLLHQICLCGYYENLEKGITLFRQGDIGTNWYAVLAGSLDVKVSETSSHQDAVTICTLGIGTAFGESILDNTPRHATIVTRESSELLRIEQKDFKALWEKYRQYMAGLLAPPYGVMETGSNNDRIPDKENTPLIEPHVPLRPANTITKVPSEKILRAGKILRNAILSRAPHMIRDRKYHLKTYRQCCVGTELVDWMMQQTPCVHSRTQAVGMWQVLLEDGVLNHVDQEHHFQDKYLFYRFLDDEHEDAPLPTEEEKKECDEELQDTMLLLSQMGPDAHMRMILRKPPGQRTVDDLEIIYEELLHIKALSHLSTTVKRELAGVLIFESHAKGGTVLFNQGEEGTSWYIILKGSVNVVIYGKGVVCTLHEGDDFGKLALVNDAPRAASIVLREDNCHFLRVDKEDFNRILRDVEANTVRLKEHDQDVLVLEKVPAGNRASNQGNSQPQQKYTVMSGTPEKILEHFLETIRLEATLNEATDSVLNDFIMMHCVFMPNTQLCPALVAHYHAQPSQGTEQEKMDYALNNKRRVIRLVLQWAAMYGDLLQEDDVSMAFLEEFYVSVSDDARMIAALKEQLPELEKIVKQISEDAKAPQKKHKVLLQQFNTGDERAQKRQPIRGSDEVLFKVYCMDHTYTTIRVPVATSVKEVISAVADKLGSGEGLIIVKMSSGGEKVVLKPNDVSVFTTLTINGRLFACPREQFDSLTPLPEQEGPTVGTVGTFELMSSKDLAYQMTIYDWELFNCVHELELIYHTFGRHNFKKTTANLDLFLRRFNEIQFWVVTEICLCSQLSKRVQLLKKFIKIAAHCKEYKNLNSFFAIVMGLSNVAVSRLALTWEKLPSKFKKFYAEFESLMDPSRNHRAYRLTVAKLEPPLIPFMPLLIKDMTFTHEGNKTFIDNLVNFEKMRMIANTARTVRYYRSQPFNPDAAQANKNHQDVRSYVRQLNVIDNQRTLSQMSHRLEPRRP
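In this primary screen, activation is scored as increased exchange of BODIPY-GDP from Rap1B by 100 nM EPAC2, with 50 uM GDP as competitor. Signal is normalized to the 6.5 mM cAMP agonist control.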
Nrf2 inh = inhibitors of Nrf2 signaling; A549 ARE-Fluc reporter, luciferase luminescence, 18-24 h; hit rate 2.1% among 360,000; Potency, µM (doses to about 46 µM), for the others: at the top dose activity change, negative = inhibition, hits mostly inhibitors; also: potency is read from the fitted curve at half-maximal effect; % is scaled to controls: 0 for no effect and ±100 for the full control effect; nearly all actives have a fitted effect of over 60% in size
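Nrf2 function is reported as luminescence of an ARE-controlled luciferase in A549 cells. Compounds were tested at several concentrations, and a CellTiter-Fluor read on the same wells flagged cytotoxicity.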
IL-2 act = IL-2 activation; IL-2 activation reporter assay, cell-based qHTS; stimulated with anti-CD3/CD4/CD28 beads; in transgenic mouse T cells; activation, % (series mostly up to about 46 µM); hit rate 0.065% among 360,000; AID 652025; in the data active = activation above about 50%; inconclusive = mostly about 30% to 49%; also: 0% is about no effect
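Unstimulated transgenic mouse T cells, 750 per well, received compound and, after 60 minutes, anti-CD3/anti-CD4 bead plus anti-CD28 stimulation. EGFP and DsRed were quantified after 18 hours.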
A549 tox = counter-screen for Nrf2 inhibitors: cytotoxicity in A549 cells; A549 ARE-Fluc cells, CellTiter-Fluor viability, 18-24 h; AID 504648; Potency, µM (series often up to 46 µM), without a hit: at the highest dose activity change, negative = cytotoxicity, hits mostly inhibitors; hit rate 0.16% among 390,000; also: potency is read from the fitted curve at half-maximal effect; % is scaled to controls: 0 for no effect and ±100 for the full control effect
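Cytotoxicity counterscreen: CellTiter-Fluor fluorescence was measured in A549 ARE_Fluc cells after 18-24 h of compound exposure in a concentration series. The subsequent BugLite luminescent read reports ARE-luciferase activity.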
HepG2 tox = HepG2 cytotoxicity, counter-screen for TGF-b inhibitors; HepG2 CAGA-GFP viability, ATP luminescence, 18 h; Potency, µM (doses to about 46.1 µM), without a hit: top-dose activity change, negative = cytotoxicity, hits mostly cytotoxic; hit rate 0.76% among 410,000; AID 588856; also: potency is read from the fitted curve at half-maximal effect; some results filed as inactive show a strong effect at the top dose
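CellTiter-Glo luminescence gave cytotoxicity after 18 hours at 37 degrees C. The cells were HepG2 CAGA-GFP in 1% FBS DMEM, stimulated with 500 pg/mL TGF-beta after compound addition. %Activity was normalised to no-cell wells (complete cell-killing) and DMSO (no toxicity), and curves were fitted and classified.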
* marks the source's active call; other numbers are inactive results; i = inactive; ? = inconclusive; · = no result given; [ ] = remark or other dose. Unless noted, calls follow the shape of the dose curve; as a rule, active = well fitted curve in the direction sought with a large enough effect; inconclusive = small, poorly fitted or top-dose-only effect, or another doubt; inactive = no such curve, though single readings can be large; an effect the other way counts as inactive or inconclusive.

SMILES	ATXN2 expr inh	ATXN viability	TGFb inhibitor	Nrf2 ARE act	EPAC2 ag	Nrf2 inh	IL-2 act	A549 tox	HepG2 tox
Cc1cc(C)nc(SCC(=O)Nc2nccs2)n1	-7%	i	0%	0.4%	3%	0%	1.4	1%	4%
NS(=O)(=O)c1cccc(NC(=O)CCC(=O)c2cccs2)c1	9%	i	2%	0.0%	8%	22%	0.2	2%	0%
CCC(C(=O)Nc1cc(Cl)ccc1OC)n1nc(-c2ccccc2)ccc1=O (configuration not stated)	?	?	?	3.4%	·	?	·	-18%	-39%
CCOC(=O)c1cc2c(c(-c3ccccc3)n1)[C@H](CCO)N(S(=O)(=O)C(C)(C)C)C2	7%	i	0%	0.6%	0%	?	-0.3	10%	8%
CCOC(=O)N1CC(C)N(C(=S)Nc2ccccc2)CC1C (configuration not stated)	-1%	i	7%	0.0%	7%	2%	0.3	-5%	8%
CCOCCc1nn2c(=O)cc(COC(=O)c3ccc(NC(=O)c4ccc(F)cc4)cc3)nc2s1	0%	i	-17%	-1.2%	·	·	·	2%	-9%
Cn1c(N)c(C(=O)COC(=O)Cc2ccc(Cl)cc2)c(=O)n(C)c1=O	1%	i	-8%	-0.3%	-2%	1%	-3.5	-7%	-3%
COc1ccc2c(COC(=O)c3cccc(S(=O)(=O)NCC(C)C)c3)cc(=O)oc2c1	-6%	i	2%	2.8%	7%	-1%	-3.7	-3%	11%
CCOC(=O)C1=C(O)C(=O)N(Cc2ccc(C(C)(C)C)cc2)CC1	-6%	i	1%	-0.2%	-3%	?	-1.2	-3%	-7%
CSc1ccccc1OCc1cc(C(=O)N2CCNC(=O)C2)no1	5%	i	0%	-0.6%	3%	7%	-2.1	1%	-9%
COc1ccc(/C=C(\C#N)c2nc(-c3ccc(Cl)c(Cl)c3)cs2)cc1OC	-2%	i	13%	-1.1%	·	3%	·	1%	-27%
O=C(NCC(c1ccco1)N1CCc2ccccc21)c1cccc([N+](=O)[O-])c1 (configuration not stated)	-10%	i	-34%	0.2%	13%	-19%	-0.1	2%	-8%

Reformatted bar-delimited: 4 of the compounds above
canonical_smiles | ATXN2 expr inh | ATXN viability | TGFb inhibitor | Nrf2 ARE act | EPAC2 ag | Nrf2 inh | IL-2 act | A549 tox | HepG2 tox
CCOCCc1nn2c(=O)cc(COC(=O)c3ccc(NC(=O)c4ccc(F)cc4)cc3)nc2s1 | 0% | i | -17% | -1.2% | · | · | · | 2% | -9%
Cn1c(N)c(C(=O)COC(=O)Cc2ccc(Cl)cc2)c(=O)n(C)c1=O | 1% | i | -8% | -0.3% | -2% | 1% | -3.5 | -7% | -3%
COc1ccc2c(COC(=O)c3cccc(S(=O)(=O)NCC(C)C)c3)cc(=O)oc2c1 | -6% | i | 2% | 2.8% | 7% | -1% | -3.7 | -3% | 11%
CCOC(=O)C1=C(O)C(=O)N(Cc2ccc(C(C)(C)C)cc2)CC1 | -6% | i | 1% | -0.2% | -3% | ? | -1.2 | -3% | -7%

The list continues.
SMILES	ATXN2 expr inh	ATXN viability	TGFb inhibitor	Nrf2 ARE act	EPAC2 ag	Nrf2 inh	IL-2 act	A549 tox	HepG2 tox
COCCCNCC(=O)c1c(N)n(Cc2ccccc2)c(=O)n(C)c1=O	7%	?	15%	-0.2%	1%	3%	0.6	-3%	6%
CCCC(=O)c1c(NC)cc(C)oc1=O	-11%	i	0%	0.3%	7%	0%	-1.4	-5%	-2%
Clc1ccc(-c2nnc(NCCN3CCCC3)c3ccccc23)cc1	?	?	-23%	6.0%	2%	15%	-4.0	3%	-27%
OCCNCCCCCOc1ccc(F)cc1	-10%	i	19%	0.1%	4%	2%	-1.5	-1%	4%
Cc1ccc(NC(=O)CSc2nc(-c3cccs3)cc(C(F)(F)F)n2)cc1C	-2%	i	30%	0.5%	·	9%	·	-2%	-9%
CCC1CCc2sc(C(=O)N(C)CC(=O)Nc3ccc(OC)cc3)cc2C1 (configuration not stated)	-8%	i	-25%	-0.5%	-6%	-10%	-0.6	-14%	-1%
CC(C)CN(C(=O)COC(=O)c1c2c(nc3ccccc13)CCC2)c1c(N)n(Cc2ccccc2)c(=O)[nH]c1=O	-1%	?	?	-0.4%	-4%	?	-1.1	-9%	-17%
O=[N+]([O-])c1ccc(S(=O)(=O)Nc2ccc(S(=O)(=O)N3CCCC3)cc2)cc1	6%	i	-6%	3.7%	4%	?	0.0	0%	-13%
O=C(c1ccco1)N1N=C(c2ccc(Br)cc2)CC1c1ccco1 (configuration not stated)	-1%	i	-5%	-0.7%	10%	?	-0.3	-1%	4%
Cc1ccc(-n2ncc(N(C)C)c(Cl)c2=O)cc1	-33%	i	3%	-1.3%	12%	?	-4.9	5%	0%
O=C(c1cccc(-c2ccco2)c1)N1CCCC(N2CCN(c3ccc(F)cc3)CC2)C1 (configuration not stated)	-22%	i	0%	0.5%	21%	?	-6.2	-6%	-4%
Cc1ccc(NC(=O)c2cc(-c3cccs3)nc3ccccc23)nc1	-31%	i	-24%	0.8%	8%	-22%	-5.7	-7%	4%
Cc1ccc(NS(=O)(=O)c2cc(C(=O)N3CCCC3)ccc2C)cc1C	-9%	i	1%	-0.6%	6%	0%	0.4	-7%	0%
CCOc1ccccc1C(=O)Nc1ccc(S(=O)(=O)Nc2onc(C)c2C)cc1	1%	i	24%	-0.4%	·	?	·	2%	0%
CN(C)CCCN(C(=O)c1cccs1)c1nc2cc3c(cc2s1)OCO3	-2%	·	4%	0.3%	-16%	0%	0.7	1%	3%
O=C(NCCc1ccccc1)c1c[nH]c2ccc(S(=O)(=O)Nc3ccc(F)cc3F)cc2c1=O	-14%	i	-9%	4.0%	·	·	·	-1%	-23%
CC(CN1C(C)CCCC1C)OC(=O)c1ccc(Cl)cc1Cl (configuration not stated)	-33%	i	-2%	-0.6%	2%	10%	4.0	0%	-7%
COC(=O)CCN(C(=O)c1ccc([N+](=O)[O-])cc1)c1ccccn1	11%	i	-7%	-0.2%	11%	-6%	0.6	2%	19%
CC(=O)Nc1ccc2nc(CN3CCC(CO)(CCc4ccccc4)CC3)ccc2c1	-14%	i	-8%	0.7%	4%	3%	-2.5	1%	6%
O=C1c2sc3nc4c(c(=O)n3c2C(=O)N1c1ccccc1)CCC4	-5%	i	5%	0.3%	10%	?	0.0	-12%	6%
Cc1ccc(NC(=O)Cn2c(-c3ccc(F)cc3)cnc2SCC(=O)Nc2c(C)cccc2C)cc1	-30%	i	-23%	0.6%	11%	-20%	-1.4	-16%	-11%
CS(=O)(=O)c1ccc(Cl)c(NC(=O)C2CCN(S(=O)(=O)c3cccs3)CC2)c1	·	i	7%	0.5%	11%	-12%	-0.8	17%	-17%
COc1ccc(-c2noc(CNC(=O)c3ccc4c(c3)OCO4)n2)cc1OC	-12%	?	1%	0.1%	0%	-19%	-3.8	-2%	-7%
O=C(c1ccc(Cl)cc1)N1CCC(=O)N(C(CO)Cc2ccccc2)CC1 (configuration not stated)	6%	i	-7%	-0.4%	3%	6%	-0.3	9%	-12%
COc1ccc(C(=O)NCCNc2nc3cc(C)c(C)cc3cc2C)cc1	-24%	i	7%	2.9%	-1%	?	-0.6	?	-5%
CS(=O)(=O)N(CC(=O)NCc1cccnc1)Cc1ccc(Cl)cc1	-1%	?	5%	-0.1%	7%	-17%	0.6	-6%	1%
Cc1nn(C)c(-c2n[nH]c(=S)n2Cc2ccco2)c1Cl	0%	i	-3%	-0.1%	13%	5%	-4.0	0%	-3%
Cc1ccccc1NC(=O)c1cc(S(=O)(=O)N2CCOCC2)ccc1F	-7%	i	10%	-0.3%	15%	·	-0.4	10%	-16%
C/C(=N\NC(=O)C1CCCC1)c1ccc(C(C)C)cc1	31%	i	11%	0.5%	4%	?	-2.7	1%	4%
CC[C@@]12C(=O)N(c3cccc(Br)c3)C(=O)N1[C@H](c1cccc(C)c1)[C@@H]1C(=O)N(Cc3ccccc3)C(=O)[C@@H]12	-9%	i	-2%	-0.6%	8%	-12%	1.1	-8%	-4%
CSc1nnc(C(C)(C)C)c(=O)n1/N=C/c1ccccc1O	-9%	i	-2%	-0.2%	1%	6%	1.7	8%	-1%
O=C(Cc1ccccc1)Nc1nnc2n1CCS2	-8%	i	9%	0.6%	·	·	·	-6%	-3%
Cc1cccc(NC(=O)CCN2C(=O)C3C4CCC(C4)C3C2=O)c1C (configuration not stated)	-5%	i	-20%	-0.4%	12%	9%	-0.5	-9%	-7%
CCN1C(=O)c2cccc3c(S(=O)(=O)N4CCC(C)CC4)ccc1c23	63%[activator]	·	13%	?	10%	?	2.4	?	-13%
COc1cc(CNCCCN2CCOCC2)ccc1OCC(=O)Nc1cccc(C(F)(F)F)c1	-25%	i	25%	0.3%	13%	-19%	-1.5	-7%	-37%
COc1cccc(NC(=O)COC(=O)c2c(F)cccc2F)c1	9%	i	10%	-0.7%	-2%	6%	0.4	1%	-1%
COC(=O)C(Cc1ccccc1)NC(=O)CNS(=O)(=O)c1ccc(Br)cc1 (configuration not stated)	-15%	i	0%	-0.2%	17%	8%	0.1	5%	0%
Clc1ccc(-c2nc3c4ccccc4ccn3c2Cc2cccc(Cl)c2)cc1	9%	i	·	11%	14%	·	-0.1	·	·
COc1ccc(CN(CCC(c2ccc(F)cc2)C2CCOC(C)(C)C2)C(=O)c2ccco2)cc1 (configuration not stated)	-21%[11.3 µM]	i	?	-2.9%	1%	?	-4.8	?	-33%
Cc1ccc(S(=O)(=O)NCCCC(=O)C=[N+]=[N-])cc1	1%	i	-4%	-0.5%	1%	9%	-2.6	1%	-6%
CCOC(=O)C1CCN(C(=O)c2cnn(-c3ccc(F)cc3)c2-n2cccc2)CC1	-3%	i	0%	1.9%	·	?	·	10%	-6%
COC(=O)c1cn(C(C)C(=O)NCc2ccco2)c2ccccc12 (configuration not stated)	-15%	i	2%	5.9%	-3%	-6%	-3.1	-3%	5%

Compound activity as filed in PubChem BioAssay.
